# Sm TGR inh: S. mansoni TGR enzyme inhibition. Q962Y6. purified TGR, DTNB reduction, TNB absorbance 405 nm. Potency, µM (series often up to 114 µM), for inactives: top-dose activity change, negative = inhibition, usual class: inhibitors. actives 3% (n = 360,000). AID 485364; further: potency means the concentration at half of the fitted maximal effect; nearly all actives have a fitted effect of over 60% in size
#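 TGR 20 nM + NADPH 100 uM (dispensed conc.), cpd preinc 15 min RT; start with NADPH (500 uM addition) then DTNB (15 mM addition). Kinetic TNB absorbance, 405 nm filter. Four-parameter Hill fit across titration.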
# AmpC no deterg: inhibitors of E. coli AmpC beta-lactamase without detergent. P00811. AmpC nitrocefin hydrolysis, absorbance 480 nm, 0.0001% Triton. Potency, µM (doses to about 57.1 µM), inactives show at the top dose activity change, negative = inhibition, hits mostly inhibitors. actives 0.52% (n = 330,000);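 further: potency means the concentration at half of the fitted maximal effect; plate controls were no compound for no effect and no enzyme for full effect; nearly all actives have a fitted effect of over 20% in size; some results filed as inactive show a strong effect at the top dose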
# Target sequence (P00811 whole entry, looked up): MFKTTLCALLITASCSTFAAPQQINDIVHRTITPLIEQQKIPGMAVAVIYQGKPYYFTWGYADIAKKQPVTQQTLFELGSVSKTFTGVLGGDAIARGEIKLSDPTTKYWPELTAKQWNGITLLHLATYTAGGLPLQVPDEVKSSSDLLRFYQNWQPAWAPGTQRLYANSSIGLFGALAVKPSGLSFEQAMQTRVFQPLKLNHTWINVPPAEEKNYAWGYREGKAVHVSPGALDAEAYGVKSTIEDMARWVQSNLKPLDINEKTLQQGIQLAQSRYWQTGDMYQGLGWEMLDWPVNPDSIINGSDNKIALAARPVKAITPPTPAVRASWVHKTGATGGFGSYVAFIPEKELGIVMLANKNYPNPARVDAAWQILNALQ
#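 20 mM phosphate pH 7.0 + 0.01% (detergent screen) or 0.0001% Triton X-100; 5.3 nM AmpC reagent; cpd preinc 15 min RT; nitrocefin (800 uM stock) to start; A480 q20 s × 4 min; Activity was normalised to no-enzyme and no-compound control wells.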
# HCV inhibitor: blocks hepatitis C virus. Huh7.5.1 HCVcc-Cre infection, luciferase reporter, 44 h. Potency, µM (highest dose often 41.8 µM), inactives show top-dose activity change, negative = inhibition, usual class: inhibitors. actives 3.4% (n = 340,000); further: potency means the concentration at half of the fitted maximal effect
#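 Compounds are dispensed onto cells plated 4 h earlier at 1,000 per well, with HCVcc-Cre virus (about 0.5 moi) added next. Following 44 h of culture, luminescent signal is measured for 15 sec after 15 min with substrate at room temperature.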
# AmpC detergent: inhibitors of E. coli AmpC beta-lactamase with detergent. Potency, µM (highest dose often 114 µM), for inactives: top-dose activity change, negative = inhibition, hits mostly inhibitors. actives 0.041% (n = 370,000). AID 485294. AmpC hydrolysis of nitrocefin, absorbance 480 nm, 0.01% Triton. P00811;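 further: potency means the concentration at half of the fitted maximal effect; 0% = no-compound wells and -100% = no-enzyme wells; nearly all actives have a fitted effect of over 25% in size; some results filed as inactive show a strong effect at the top dose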
#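 AmpC (5.3 nM in the dispensed reagent) in 20 mM phosphate pH 7.0 with 0.01% (detergent screen) or 0.0001% Triton X-100 was preincubated with compounds for 15 min at room temperature. Nitrocefin was then added from an 800 uM solution, and hydrolysis was followed at 480 nm.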
# FBPA Giardia inh: blocks Giardia fructose-bisphosphate aldolase activity. A8B2U2. purified Giardia FBPA. Potency, µM (titrated, usually from 59.6 µM), for inactives: top-dose activity, negative = inhibition, usual class: inhibitors. actives 0.71% (n = 290,000); further: potency means the concentration at half of the fitted maximal effect; nearly all actives have a fitted effect of over 55% in size
# Target sequence (A8B2U2 whole entry, looked up): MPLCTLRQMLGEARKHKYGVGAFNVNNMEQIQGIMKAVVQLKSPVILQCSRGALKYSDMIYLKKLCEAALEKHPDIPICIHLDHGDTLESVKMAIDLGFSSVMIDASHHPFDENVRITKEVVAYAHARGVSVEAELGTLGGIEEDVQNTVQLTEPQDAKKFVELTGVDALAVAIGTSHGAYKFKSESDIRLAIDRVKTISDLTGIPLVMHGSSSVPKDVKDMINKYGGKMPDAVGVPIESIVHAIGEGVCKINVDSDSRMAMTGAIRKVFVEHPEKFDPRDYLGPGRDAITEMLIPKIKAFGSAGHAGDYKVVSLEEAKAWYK
#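 40 nM FBPA preincubated 10 min at RT with compound (up to 57.5 uM final), then substrate plus GAPDH/TPI/NAD/arsenate coupling and diaphorase/resazurin added. Fluorescence read after 20 min at RT, 525/598 nm.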
# HCMV inh: human cytomegalovirus inhibition; HFF cells, HCMV-luciferase reporter, 72 h; stronger effect = lower value; activity change, negative = inhibition, % at 57.5 µM; actives 4.5% (n = 410,000); AID 1259415; in the data active means activity change below about -60%; inconclusive means no clear call, values can overlap the other calls; inactive means above about -39%
#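 Luciferase read-out from HCMV-luciferase-infected HFFs (MOI 1 PFU/cell) 72 h post infection at 37C; compounds added after 16 h cell attachment; activity normalized between buffer-only basal and Salinomycin (10uM) inhibitor controls.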
# * = called active by the depositor; u = inconclusive; x = not tested or not shown; [ ] = another dose, or the depositor's remark. Unless noted, the call rests on the fitted dose curve; in most records, active means well fitted curve in the direction sought with a large enough effect; inconclusive means small, poorly fitted or top-dose-only effect, or another doubt; inactive means no such curve, though single readings can be large; an effect the other way counts as inactive or inconclusive. Unless noted, on the % scale 0 is the no-effect control and ±100 the full control effect.
SMILES	Sm TGR inh	AmpC no deterg	HCV inhibitor	AmpC detergent	FBPA Giardia inh	HCMV inh
CCCn1c(SCC(=O)Nc2cc(S(=O)(=O)N3CCCCC3)ccc2C)n[nH]c1=O	-5%	-40%	u	-20%	x	u
Cc1ccccc1-n1ncc2c1CC(C)(C)CC2NC(=O)c1ccncc1 (centres undefined)	-1%	39%	19%	-2%	x	15
COCCOc1cc(Nc2nnc(C(F)(F)F)s2)c(Cl)cc1Cl	-1%	-34%	u	-3%	-10%	2
CCC(=O)c1cn(CC(=O)Nc2ccccc2)c2ccccc12	3%	-28%	-11%	u	5%	3
O=C(c1cc(COc2ccc3ncccc3c2)on1)N1CCC(O)CC1	11%	85%[activator]	8.9µM*	-3%	-4%	-82*
CCOC(=O)C1=C(O)CCn2c1nc1ccccc12	-1%	18%	-4%	0%	9%	-107*
COC(=O)CSc1cc(C(F)(F)F)nc(-c2ccccn2)n1	-15%	-4%	2%	-13%	-1%	-13
CCC(=O)c1ccc(OCC(=O)NCc2ccccc2CN2CCCC2)cc1	x	-8%	u	x	x	13

# Other results follow:
SMILES	Sm TGR inh	AmpC no deterg	HCV inhibitor	AmpC detergent	FBPA Giardia inh	HCMV inh
COC(=O)N/N=C/c1cc(C)n(-c2ccc(Br)cc2)c1C	-29%	25%	u	-6%	-8%	-10
O=C(CN1CCCCC1)Nc1ccc(C(F)(F)F)cc1Cl	4%	0%	6%	-8%	0%	-70*
CN1CCN(NC(=O)/C=C/c2ccc(Br)cc2)CC1	1%	-14%	1%	0%	x	42
Cn1nc(C(=O)NNC(=O)c2cccc(Cl)c2)ccc1=O	x	-10%	-4%	x	x	11
O=Cc1c(C(=O)O)n(Cc2ccccc2Cl)c2ccccc12	7%	-22%	20%	1%	25%	-7
CN(Cc1nccn1C)C(=O)c1ccc2nc(Cc3ccccc3F)oc2c1	-2%	14%	3%	1%	x	0
O=C(NCc1ccccc1)Nc1cccn(Cc2ccc(Cl)cc2)c1=O	5%	-18%	-2%	0%	-9%	57
Cc1ccc(-c2csc(NC(=O)c3ccc([N+](=O)[O-])o3)n2)cc1	-19%	-27%	14µM*	-9%	-9%	-26

# Following part
SMILES	Sm TGR inh	AmpC no deterg	HCV inhibitor	AmpC detergent	FBPA Giardia inh	HCMV inh
CCn1c(SCc2cccc(C)c2)nnc1-c1ccccc1	3%	19%	-18%	-5%	1%	-23
COc1ccc(S(=O)(=O)n2c([N+](=O)[O-])cnc2C)c(C)c1C	8%	-9%	0%	u	-20%	2
CN1/C(=C\C(=O)Nc2ccc(Cl)cc2)C(C)(C)c2ccccc21	-2%	-24%	-24%	-5%	-8%	u
Cc1cccc(NC(=O)CN2C(=O)CCS(=O)(=O)c3ccccc32)c1C	-17%	-3%	19%	u	-6%	9
COc1ccccc1CNC(=O)c1cc(S(=O)(=O)N2CCCCCC2)cn1C	2%	x	x	18%	x	0
COc1ccc(C(=O)OCCc2ccc(O)cc2)cc1	-15%	-50%	-1%[8.37 µM]	u	-3%	52
Fc1ccc(C2=CSC3=NCCN23)cc1	x	-8%	7%	-8%	-9%	10
Cc1ccc(C)c(-n2c3nc(=O)[nH]c(=O)c-3cc3cc([N+](=O)[O-])ccc32)c1	-7%	-14%	-23%	3%	u	u

# New compounds follow
SMILES	Sm TGR inh	AmpC no deterg	HCV inhibitor	AmpC detergent	FBPA Giardia inh	HCMV inh
CCn1cc(C(=O)NCc2ccco2)c(=O)c2ccc(C)nc21	2%	-8%	-10%	0%	-4%	8
Cc1ccccc1-c1noc(-c2ccc(N3CCOCC3)c([N+](=O)[O-])c2)n1	3%	x	x	16%	x	52
COc1nnc(-c2ccc(C)c(S(=O)(=O)NCCO)c2)c2ccccc12	-2%	30%	-2%	-8%	-11%	-2
NC(=O)Cn1c2[n+](c3ccccc31)CC(O)CS2 (centres undefined)	0%	-8%	14%	2%	4%	-7
Cc1ccc(N(C(=O)c2ccc(S(=O)(=O)N(C)C)cc2)C2C=CS(=O)(=O)C2)cc1 (centres undefined)	-1%	7%	17%	2%	0%	-13
O=C(Cn1ncc2c([nH]c3ccccc32)c1=O)NCCc1ccccc1	1%	-15%	14%	3%	-5%	-18
CCc1cccc(NC(=O)c2nc(-c3ccncc3)no2)c1	-8%	x	x	-4%	x	-23
CCCn1c(C)cc(-c2csc(NC(=O)CCc3nc4ccccc4c(=O)[nH]3)n2)c1C	-11%	u	-6%[8.37 µM]	-12%	x	16

# Next section.
SMILES	Sm TGR inh	AmpC no deterg	HCV inhibitor	AmpC detergent	FBPA Giardia inh	HCMV inh
Cc1cc(NC(=O)C23CCC(C)(C(=O)O2)C3(C)C)no1 (centres undefined)	4%	-32%	13%	-10%	0%	-18
Cc1cc2cc(CN(CC3CCCO3)C(=S)NCc3ccco3)c(=O)[nH]c2cc1C (centres undefined)	2%	75%[activator]	-14%	-12%	-8%	-23
COc1cccc(N2CC(C(=O)Nc3nnc(SCC(=O)N4CCCC4)s3)CC2=O)c1 (centres undefined)	1%	-15%	-12%	-13%	x	50
CCC(Sc1nc2ccccc2c2nc(CCc3c(C)n[nH]c3C)nn12)C(=O)Nc1ccc(OC)cc1 (centres undefined)	4%	x	x	2%	x	-11
CCC/C(=N\O)c1c[nH]c2ccccc12	u	1%	16%	u	-4%	27
Cc1cc(C(=O)Nc2cc(C)n(Cc3ccc(Cl)cc3)n2)no1	0%	-9%	-7%	-5%	7%	-14
O=C(Nc1ccccc1)C1=C(O)CC(c2ccc(Cl)cc2)N2CCN=C12 (centres undefined)	4%	-8%	-30%	0%	3%	14
O=C(O)c1oc2ccc(Br)cc2c1-n1cccc1	-21%	-23%	26%	0%	19%	49

# Next section:
SMILES	Sm TGR inh	AmpC no deterg	HCV inhibitor	AmpC detergent	FBPA Giardia inh	HCMV inh
COc1ccc(S(=O)(=O)N2CCCCC2)cc1	8%	13%	20%	-5%	9%	0
Nc1c(C(=O)Nc2ccc(OC(F)(F)F)cc2)sc2nc(-c3ccncc3)ccc12	0%	x	x	25%	x	u
CCC(=O)N1c2ccc(S(=O)(=O)N3CCN(C)CC3)cc2CC1C (centres undefined)	-2%	1%	18%	-7%	-5%	-13
O=C(O)c1ccc(COc2ccccc2[N+](=O)[O-])o1	-10%	-22%	18%	-12%	21%	-11
COc1ccc(CNc2c(CO)cnc3c2cnn3C)cc1	-3%	-4%	-22%	-13%	-2%	-67*
CCn1c2ccccc2c2cc(NC(=O)c3ccccc3-c3ccccc3C(=O)O)ccc21	18%	-32%	-18%	u	u	32
CC(C)c1ccc(OC(=O)c2cccc(S(=O)(=O)N3CCN(C)CC3)c2)cc1	u	209%[activator]	0%	2%	-16%	28
CCOc1ccc(-n2c(C)nc3cc(C(=O)NCCCN4CCOCC4)ccc32)cc1	-17%	172%[activator]	-20%	-11%	-11%	u

# Going on with the list.
SMILES	Sm TGR inh	AmpC no deterg	HCV inhibitor	AmpC detergent	FBPA Giardia inh	HCMV inh
CCCCN(CCCC)CCNC(=O)CN1C(=O)COc2ccc(S(=O)(=O)N3CCC(C)CC3)cc21	-12%	61%[activator]	-28%	5%	x	-37
CCN(CC(=O)NC1CCS(=O)(=O)C1)C(C)C(=O)Nc1ccc(F)cc1 (centres undefined)	1%	-6%	14%	7%	x	20
COc1ccccc1NC(=O)CN(Cc1ccccc1)S(C)(=O)=O	u	-3%	-1%	u	8%	17
CCN1C(=O)c2cccc3c(NC(=O)C4CCCCC4)ccc1c23	-8%	-14%	-13%	u	-4%	184
COc1ccc(CNCc2ccc3c(c2)OCO3)c(OC)c1OC	0%	-4%	3%	-4%	-26%	-1
Cn1c(=O)c(-c2ccccc2[N+](=O)[O-])c(Cl)c2ccccc21	-27%	0%	-16%	-7%	-6%	u
CCOc1ccc(S(=O)(=O)Nc2ccc3c(c2)c(C(C)=O)c(C)n3S(=O)(=O)c2ccc(OCC)cc2)cc1	-1%	x	x	1%	x	1
O=S1(=O)CC(O)C(NCc2ccco2)C1 (centres undefined)	-5%	-18%	5%	-2%	8%	48

# Next results
SMILES	Sm TGR inh	AmpC no deterg	HCV inhibitor	AmpC detergent	FBPA Giardia inh	HCMV inh
O=C(N/N=C/c1c[nH]c2ccc(Br)cc12)C1CC1	1%	-25%	-12%	1%	-6%	0
CCOC(=O)c1ccccc1NC(=O)NCc1cccn1Cc1ccc(F)cc1	2%	x	x	11%	x	-11
COC(=O)c1ccc(S(=O)(=O)N(CCO)Cc2ccccc2)n1C	16%	-6%	22%	-11%	6%	4
COc1cc2c(cc1OC)C(COc1ccc([N+](=O)[O-])cc1)NCC2 (centres undefined)	-29%	-5%	u	-9%	-4%	2
CCCNc1nc(-c2ccccc2)c(C(=O)OCC)cc1C#N	-3%	16%	3.2µM*	-3%	12%	u
COc1ccc(Nc2oc(COc3ccccc3OC)nc2C#N)cc1	18µM*	-54%	-1%	-11%	-8%	-80*
CCNc1ccc(S(=O)(=O)N(C)C)cc1NCC(=O)Nc1ccc(Br)cc1F	0%	2%	u	9%	0%	-32
O=C1OCCC1Sc1nnc(-c2ccccc2Br)n1Cc1ccccc1 (centres undefined)	-10%	2%	12%	u	4%	u

# Going on with the list:
SMILES	Sm TGR inh	AmpC no deterg	HCV inhibitor	AmpC detergent	FBPA Giardia inh	HCMV inh
CCc1noc(C)c1C(=O)Oc1ccc(N(C)S(=O)(=O)c2ccccc2)cc1	-5%	-14%	u	-17%	x	-10
COc1cccc(C2C(C(=O)OC(C)C)=C(C)Nc3ncnn32)c1 (centres undefined)	-25%	-2%	-2%	1%	-10%	44
O=C(Nc1cccc(NC(=O)c2cccc(F)c2)n1)c1cccc(F)c1	-8%	-43%	u	-3%	-11%	51
Cc1sc2c(c1C)C(c1cccs1)=NCC(=O)N2CC(=O)NCc1cccs1	-1%	-3%	u	-10%	0%	-10
C=CCc1c(C)nc(C)nc1N/N=C/c1ccccc1O	-16%	-32%	u	-11%	u	25
CC(=O)c1cn(N2CCCCC2)c(=O)[nH]c1=O	2%	-4%	0%	-10%	4%	-7
Cc1c(C(=O)Nc2ccc3c(c2)OCO3)sc2ncn(CC(=O)N3CC(C)CC(C)C3)c(=O)c12 (centres undefined)	3%	0%	-25%	1%	-1%	25
O=C(c1ccccc1)c1n[nH]c(-c2ccccc2)cc1=O	-3%	-20%	-2%	3%	13%	-2
CCc1ccc(C2=NN(C(C)=O)C(c3ccco3)C2)cc1 (centres undefined)	-17%	33%	-1%	2%	3%	69
COc1ccc(-n2ncc3c(=O)n(Cc4c(F)cccc4Cl)cnc32)cc1	0%	-7%	1%	3%	4%	43
CCc1nnc(NC(=O)c2ccc(C)o2)s1	-14%	-17%	6%	-4%	-13%	78

# Bioassay records deposited in PubChem BioAssay by National Center for Advancing Translational Sciences (NCATS).
